Screening results: PubChem BioAssay, Southern Research Specialized Biocontainment Screening Center
H37Rv inhibition – M. tuberculosis growth inhibition, HTS (AID 449762); M. tuberculosis H37Rv growth inhibition, 7H9 media; higher % means a stronger effect; inhibition, % at 25 µM, or IC50 in µM where a hit was titrated; hit rate 0.59% among 330,000; in the data active means a potency from the dose series; inconclusive means inhibition above about 70% without an active follow-up result;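 further: bacterial growth assessed after seven days of incubation; strong numbers were not always called active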
PhoP GFP inhibition – PhoP regulon inhibitors, Salmonella typhi PhoP promoter GFP reporter, confirmatory (AID 1850); Salmonella Typhi PhoP-promoter GFP reporter, fluorescence, 4 h; higher % means a stronger effect; one-dose inhibition, % at 50 µM; IC50 in µM for titrated hits; hit rate 0.33% among 310,000; in the data active means a potency from the dose series; inconclusive means inhibition mostly from about 25% at the one dose, without a potency; inactive means the rest, 99 in 100 with inhibition below about 19%;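 further: 0% = induced wells with vehicle and 100% = uninduced wells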
VEEV TC-83 Vero – inhibitors of VEEV TC-83 cytopathic effect, confirmation, Vero cells (AID 588727). Vero cells, VEEV TC-83 cytopathic effect inhibition; higher % means a stronger effect. inhibition, % at 20 µM, or IC50 in µM where a hit was titrated. hit rate 0.13% among 350,000; in the data active means a potency from the dose series; inconclusive means inhibition mostly from about 14% at the one dose, without a potency; inactive means the rest, 99 in 100 with inhibition below about 12%; further: strong numbers were not always called active
influenza NS1A – NS1A inhibition, H1N1 influenza, cell based functional assay (AID 504329). hit rate 0.3% among 340,000. one-dose inhibition, % at 12.5 µM; IC50 in µM for titrated hits. NS1A functional cell-based assay, percent inhibition; higher % means a stronger effect; in the data active means a potency from the dose series; inconclusive means inhibition above about 27% without an active follow-up result; further: strong numbers were not always called active
M. tuberculosis – growth inhibition of non-replicating M. tuberculosis (AID 488890) | hit rate 0.39% among 320,000 | inhibition, % at 25 µM; hits with a dose series show IC50 in µM | Mycobacterium tuberculosis non-replicating, growth inhibition; higher % means a stronger effect; in the data active means a potency from the dose series; inconclusive means inhibition mostly from about 82% at the one dose, without a potency; inactive means the rest, 99 in 100 with inhibition below about 76%;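 further: plate controls were DMSO cells for no effect and high antibiotic wells for full effect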
VEEV TC-83 Vero 10K pilot screen – second read-out of VEEV TC-83 Vero, no call of its own (marks repeat the call); inhibition, %; measured here: 10K pilot screen inhibition
The depositor's hits bear a star; i = inactive; u = inconclusive; x = not tested or not shown. Rows are unselected; 1.6% or so of the library scored in one or more.

SMILES | H37Rv inhibition | PhoP GFP inhibition | VEEV TC-83 Vero | influenza NS1A | M. tuberculosis | others
C[C@H](CO)N1C[C@H](C)[C@@H](CN(C)Cc2ccc(-c3ccccc3)cc2)Oc2c(NS(=O)(=O)c3ccccc3)cccc2C1=O | 4% | x | i | 7% | 24%
CCOC(=O)C1=C(C)NC(=O)NC1c1ccc(-c2ccc(Cl)cc2)o1 (stereo not drawn) | -14% | -5% | 1.8% | 8% | 65%
CCn1c2ccccc2c2cc(NC(=O)c3cccc([N+](=O)[O-])c3)ccc21 | 11% | 3% | 1.9% | -3% | 33%
CSc1ccc(CN2CCN(CCC(C)C)C(CCO)C2)cc1 (stereo not drawn) | 0% | 19% | 1.0% | -7% | 44%
Cc1cc(C)c(CN2CCC(n3nccc3NC(=O)C3CCOC3)CC2)cc1C (stereo not drawn) | 0% | -7% | 1.3% | -2% | -2%
COc1ccc2nc(NC(=O)CCN3C(=S)NC(C)(C)CC3C)sc2c1 (stereo not drawn) | 0% | -4% | i | 1% | -8%
CCC(=O)Nc1nc(-c2ccc3c(c2)CC(C)N3S(C)(=O)=O)cs1 (stereo not drawn) | 58% | 15% | 9.3% | -8% | 14%
COc1ccc(CNC(=O)C(=O)NC2CC(C)(C)NC(C)(C)C2)cc1 | -8% | 2% | 2.2% | -3% | -15%
CN1CCN(c2nc(C(N)=O)cc(-c3ccccc3)n2)CC1 | 5% | 2% | i | -9% | 6%
Cc1sc(N/N=C/c2ccco2)nc1-c1ccccc1 | -1% | -6% | 3.3% | 19% | -31%
CCCN(CCC)c1ccc(/C=C/c2ccc3cc(OCC)ccc3n2)cc1 | 9% | -34% | 0.7% | -15% | 8%
Cc1ccc(C)c2c(N)c3c(nc12)CCCCC3 (tested in a mixture with another compound) | 4% | -2% | 0.9% | 13% | -3%
O=C(O)CNC(=O)c1ccc(NC(=O)/C(=C/c2ccccc2)NC(=O)c2ccccc2)cc1 | 4% | 4% | i | 3% | -15%
COC(=O)[C@]1(C)N[C@H](CN(C)C(=O)C2CCCCC2)[C@@H]2C(=O)N(C)C(=O)[C@@H]21 | 5% | x | i | -1% | -12%
CCN1C(=O)[C@H]2[C@H]3CN=C(SCc4ccc(C)cc4)N3[C@@](Cc3ccccc3)(C(=O)OC)[C@H]2C1=O | x | x | 0.4% | 6% | x
Cc1ccc(-c2nnc(NC(=O)c3c(F)cccc3Cl)s2)cc1 | 4% | 11% | i | 4% | -18% | VEEV TC-83 Vero 10K pilot screen=1.1
O=C(NNC(=O)c1ccccc1Br)c1cccc(Cl)c1 | -11% | 5% | 6.6% | -1% | 9%
COc1cc(/C=N/NC(=O)c2cccnc2)ccc1OC(=O)c1ccc2c(c1)OCO2 | -5% | -2% | 0.2% | -23% | 4%
CCc1ccc2oc(-c3cccc(N)c3)nc2c1 | u | 2% | 5.6% | 1% | 43%
O=C(Cn1nnc(-c2ccc(CN3CCOCC3)cc2)n1)N(c1ccccc1)c1ccccc1 | 6% | 5% | 0.8% | 8% | 49%

Brought forward from above: two entries, followed by the next part.
SMILES | H37Rv inhibition | PhoP GFP inhibition | VEEV TC-83 Vero | influenza NS1A | M. tuberculosis | others
CCc1ccc2oc(-c3cccc(N)c3)nc2c1 | u | 2% | 5.6% | 1% | 43%
O=C(Cn1nnc(-c2ccc(CN3CCOCC3)cc2)n1)N(c1ccccc1)c1ccccc1 | 6% | 5% | 0.8% | 8% | 49%
COc1ccc([N+](=O)[O-])cc1NC(=O)Cc1noc2ccccc12 | -3% | -6% | i | 0% | -9%
CCOc1ccccc1C1C(C(N)=O)=C(C)Nc2nc(-c3ccccc3Cl)nn21 (stereo not drawn) | -6% | -11% | 2.6% | 3% | 11%
Cc1ccnc(NC(=O)Nc2ccc(F)cc2)c1 | -5% | -7% | 4.8% | -17% | -2%
COc1ccc(C(=O)Nc2ccc(-c3ccc(NC(=O)c4ccc(OC)cc4)c(OC)c3)cc2OC)cc1 | 8% | -1% | i | 11% | -6%
O=C(Nc1ccc(N2CCN(Cc3ccccc3)CC2)cc1)c1cccnc1 | 1% | 3% | 1.3% | 2% | 3%
CCN1C(=O)C2C(C1=O)N1C(c3ccccc3)C3C(=O)N(CC)C(=O)C3N1C2c1ccccc1 (stereo not drawn) | 6% | -10% | i | 7% | -14%
CCC(=O)N(CCO)Cc1cc2ccc(C)c(C)c2[nH]c1=O | 7% | -4% | 1.9% | -1% | -7% | VEEV TC-83 Vero 10K pilot screen=0.6
Cc1ccc(C(=O)N[C@H](C(=O)N2CCN(c3ccccc3F)CC2)C(C)C)cc1 | -8% | 6% | i | -5% | x
COC(=O)CCCCC(=O)OC | -5% | x | i | -3% | 5%
O=C(NCc1ccc(OC(F)(F)F)cc1)c1cc(-c2ccccc2)nn1CC1CC(c2cccnc2)=NO1 (stereo not drawn) | 10% | 0% | 7.8% | -3% | 15%
Nc1nnc(SCC(=O)NNC(=O)c2ccc([N+](=O)[O-])cc2)s1 | -1% | x | 2.3% | -6% | 7%
CC(=O)OCCCN(C)CC/C=C1/c2ccccc2CSc2ccccc21 | 2% | 2% | 1.2% | -14% | 39%
CC1CCCCN1Cc1c(O)ccc2c(=O)c(-c3ccccc3)coc12 (stereo not drawn) | 30% | -12% | 1.0% | -1% | 3%
O=C(CCCc1ccccc1)Nc1ccnn1C1CCN(Cc2ccccn2)CC1 | 8% | -4% | 0.3% | -9% | 25%
O=C(NC1CCCCC1)NC1CCN(CC(=O)N2CCOCC2)CC1 | -8% | 1% | 1.3% | 6% | -7%
Cc1ccc(-c2nnc(SCC#N)n2N)cc1 | -9% | 6% | 4.6% | -8% | -4%
Cc1ccc(C(=O)CC(Nc2ccc(F)cc2)c2ccccc2)cc1 (stereo not drawn) | 8% | 3% | 0.3% | -1% | 45%
Cc1ccc(NC(=O)/C(=C\c2cccnc2)NC(=O)c2ccccc2)cc1 | -1% | -8% | 1.1% | -1% | 5%
Cc1nnc(SCc2cc([N+](=O)[O-])cc3c2OCOC3)[nH]c1=O | -2% | 6% | 1.7% | -10% | 9%
c1coc(CNc2nc3nonc3nc2NCc2ccco2)c1 | 7% | -2% | 2.6% | 9% | 23%
CCOC(=O)c1cc(NC(=O)N2CCOCC2)c(C)nc1C | 7% | -4% | 1.3% | 4% | 2%
NC(N)=NS(=O)(=O)c1ccc(NC(=S)NC(=O)/C=C/c2ccco2)cc1 | 7% | 5% | i | -7% | -6% | VEEV TC-83 Vero 10K pilot screen=0.0
COc1ccc(NC(=O)C2CC(c3ccc(Cl)cc3)=NO2)cc1 (stereo not drawn) | 16% | 8% | i | 4% | 22%
CC(=O)N/C(=C\c1ccccc1)C(=O)OC/C=C/c1ccccc1 | 0% | -5% | 1.5% | -7% | 8%
CC(C)(C)c1ccc(-c2csc(NNC3=NCCCCC3)n2)cc1 | 2% | 5% | 5.4% | 3% | 8%
COc1ccccc1NC(=S)NCc1ccc(Cl)cc1 | 0% | 8% | 1.4% | 2% | 50%
FC(F)(F)c1nc(-c2cccs2)ncc1-c1nnnn1-c1ccc(Cl)cc1 | 4% | 1% | u | 7% | -7%
COC(=O)C(C)(C)ONC(=O)Nc1ccc(C)cc1 | 1% | 3% | 0.8% | -3% | 2%
Cc1[nH]n(-c2ccccc2)c(=O)c1N=Nc1ccc(F)cc1 | u | 0% | 1.1% | 85µM* | 3%
CC(C)CC1(C(=O)NCCc2c[nH]c3ccccc23)C=CCN1C(=O)c1ccccc1 (stereo not drawn) | 2% | -9% | 0.2% | 3% | 17%
O=C(CNS(=O)(=O)c1c(F)cc(F)cc1Br)OCC(=O)N1CCCC1=O | -5% | 5% | 3.6% | 0% | 4%
Cc1noc(C)c1S(=O)(=O)N1CCN(c2ccc(Cl)cc2)CC1 | 10% | -4% | 1.4% | -1% | -9%
Cc1cccc(C)c1OCC(=O)N1CC2(C)CC1CC(C)(C)C2 (stereo not drawn) | -12% | -10% | i | 0% | 2%
COc1ccc(-n2nnnc2SCC(=O)Nc2cc(OC)c([N+](=O)[O-])cc2C)cc1 | -8% | -6% | i | -8% | 51%
Cc1cc(NC(=O)COC(=O)c2ccc(OC(F)(F)F)cc2)no1 | 6% | x | 2.1% | -4% | 64%
CCOc1cc(S(=O)(=O)NCc2ccc3c(c2)OCO3)ccc1F | -2% | 3% | 1.2% | 7% | 4%
CC(=O)c1ccc(OCC(O)Cn2nnc3ccccc32)cc1 (stereo not drawn) | 6% | -1% | i | -9% | 7%
COc1ccc(C2=CC(c3cc(OC)c(OC)c(OC)c3)NC(=S)N2)cc1 (stereo not drawn) | -9% | -8% | 7.6% | 2% | 27%
COc1ccc(NS(=O)(=O)c2cc(NC(=O)[C@H](C)NC(N)=O)ccc2N2CCCC2)cc1 | -5% | x | 4.1% | -13% | 8%
CC(C)CNS(=O)(=O)c1ccc(S(=O)(=O)N2CCN(C3CCCC3)CC2)cc1 | -3% | 3% | 2.7% | -3% | 3%
Cc1ccc(Nc2nc(N3CCOCC3)nc(N3CCOCC3)n2)cc1Cl | 10% | -13% | 8.3% | -6% | 15%
COc1ccc(S(=O)(=O)Nc2ccc(Cl)cn2)c(C)c1C | 7% | -4% | 0.6% | -3% | 9%
O=C1Cc2ccccc2C(c2c(Cl)cccc2Cl)N1 (stereo not drawn) | 2% | -2% | 1.1% | -21% | 4%
Cc1ccc(C)c(N2CCN(C(=O)c3ccc(NS(=O)(=O)c4c(C)noc4C)cc3)CC2)c1 | 0% | 3% | 1.2% | 6% | 15%
COc1ccc(S(=O)(=O)Nc2ccc(S(=O)(=O)N(C)C)cc2)cc1[N+](=O)[O-] | -7% | -4% | 0.7% | 2% | 1%
O=C1Nc2ccccc2C12OCCCCO2 | -9% | 4% | 1.8% | -7% | -7%
C#CCOCCOCCOCCNc1nc(N2CCOCC2)nc(N2CCN(C(=O)CCCCCCCCCCNC(=O)[C@H](CO)n3cc(CCCSC)nn3)CC2)n1 | u | 13% | 4.0% | -3% | 16% | VEEV TC-83 Vero 10K pilot screen=1.2
c1ccc(-c2ccc(-c3csnn3)cc2)cc1 | -2% | -1% | 5.0% | 4% | 4%
O=C(O)CCc1ccc(-c2ccc(Br)cc2)n1CC(=O)O | -16% | -15% | 1.1% | -4% | 0%
CCC(C(=O)N1CCN(c2ccccn2)CC1)n1nc(C)n2c(cc3occc32)c1=O (stereo not drawn) | 6% | 5% | 1.8% | 11% | -5%
O=C(Nc1ccccc1C(=O)Nc1ccncc1)c1cccc([N+](=O)[O-])c1 | -2% | -12% | 5.4% | -6% | 7%
CC1CCN(S(=O)(=O)c2ccc3[nH]cc(C(=O)NCCN4CCOCC4)c(=O)c3c2)CC1 | -3% | -7% | i | -5% | 4%
COc1cc(C(=O)Nc2cc3c4c(c2)CC(=O)N4CCC3)cc(OC)c1OC | -2% | 13% | 9.3% | -16% | -2%
CCN(Cc1nc2cc(Cl)ccc2c(=O)[nH]1)C(=O)c1cccc(OCc2c(C)noc2C)c1 | u | x | 8.5% | 0% | 77%
O=C(NC(=S)Nc1ccc2c(c1)OCCO2)c1cccc(Br)c1 | 1% | 6% | 2.2% | 4% | u
O=C(c1cc(COc2ccccc2)on1)N1CCCC(OCc2cccnc2)C1 (stereo not drawn) | 4% | -8% | i | 5% | 12%
O=C(Cc1ncc(C(F)(F)F)cc1Cl)Nc1ccc(F)cc1 | 2% | -8% | 4.2% | 2% | 61%
CC1(C)Cc2cccc(OCC(O)CNCc3ccccn3)c2O1 (stereo not drawn) | 8% | 14% | 0.2% | 9% | 18%
O=C(Nc1ccccc1C(=O)O)c1cc(S(=O)(=O)N2CCOCC2)c(Br)s1 | 2% | -9% | 0.8% | 9% | 26%

Three compounds picked at random from those above:
SMILES | H37Rv inhibition | PhoP GFP inhibition | VEEV TC-83 Vero | influenza NS1A | M. tuberculosis | others
O=C(c1cc(COc2ccccc2)on1)N1CCCC(OCc2cccnc2)C1 (stereo not drawn) | 4% | -8% | i | 5% | 12%
Cc1ccc(Nc2nc(N3CCOCC3)nc(N3CCOCC3)n2)cc1Cl | 10% | -13% | 8.3% | -6% | 15%
COc1ccc(S(=O)(=O)Nc2ccc(Cl)cn2)c(C)c1C | 7% | -4% | 0.6% | -3% | 9%
